D2 potentiator: positively modulates the human D2 dopamine receptor allosterically. P14416. HEK293 T-REx D2, calcium flux, EC20 dopamine potentiation. potentiation, % at 10 µM. 340,000 tested, 0.34% active;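 active = potentiation over 3 SD above the plate norm, cut at about 30% in these data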; note: 0% is about no effect
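Potentiation of an EC20 dopamine calcium response is measured in a force-coupled, tetracycline-inducible Hek293 Trex D2 line. Compound-only kinetic reads over 180 s flag agonists before dopamine addition.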
RXFP1 antag: blocks the human relaxin receptor RXFP1 | HEK293-RXFP1, relaxin-stimulated cAMP HTRF, 30 min; stronger effect = lower value | AID 1259400 | 350,000 tested, 0.59% active | activity change, negative = inhibition, % at 57.5 µM;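 active = activity change of -60% or lower, but not beyond a set lower limit; inconclusive = change between -60% and -40%, or beyond the set limit; inactive = change above -40%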; note: % is set by controls: 0 for no effect and ±100 for the full control effect
Target sequence (Q9HBX9 whole entry, looked up): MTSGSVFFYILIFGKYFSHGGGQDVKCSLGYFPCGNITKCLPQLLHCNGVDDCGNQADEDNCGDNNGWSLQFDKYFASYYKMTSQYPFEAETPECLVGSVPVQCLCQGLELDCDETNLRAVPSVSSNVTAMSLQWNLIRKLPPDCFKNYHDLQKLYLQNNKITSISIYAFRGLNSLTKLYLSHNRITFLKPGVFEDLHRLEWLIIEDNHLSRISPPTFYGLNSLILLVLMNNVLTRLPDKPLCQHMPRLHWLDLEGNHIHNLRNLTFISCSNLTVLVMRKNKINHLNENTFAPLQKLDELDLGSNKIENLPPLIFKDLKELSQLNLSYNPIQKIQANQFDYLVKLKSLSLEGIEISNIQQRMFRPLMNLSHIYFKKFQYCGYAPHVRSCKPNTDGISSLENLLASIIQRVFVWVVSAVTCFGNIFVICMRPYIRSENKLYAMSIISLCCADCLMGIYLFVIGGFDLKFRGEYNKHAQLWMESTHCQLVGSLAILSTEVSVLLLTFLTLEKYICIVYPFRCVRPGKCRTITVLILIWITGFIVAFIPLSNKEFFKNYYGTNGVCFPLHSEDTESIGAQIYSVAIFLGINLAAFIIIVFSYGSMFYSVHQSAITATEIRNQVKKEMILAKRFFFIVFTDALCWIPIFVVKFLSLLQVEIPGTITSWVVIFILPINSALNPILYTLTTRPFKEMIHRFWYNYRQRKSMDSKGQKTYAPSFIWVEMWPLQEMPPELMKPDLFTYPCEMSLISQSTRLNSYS
D1 potentiator: potentiators of human D1 dopamine receptor; P21728; HEK293 TREx D1 cells, calcium flux, dopamine EC20 potentiation; potentiation, % at 10 µM; 360,000 tested, 0.036% active; in the data active = potentiation above about 30%; note: 0% is about no effect
Vif-A3F inh: blocks the Vif interaction with APOBEC3F; HeLa A3F-eYFP + Vif (tagged APOBEC3F with the HIV-1 protein that degrades it), YFP fluorescence increase; Potency, µM (top dose mostly 46.1 µM), without a hit: top-dose activity, negative = active; 390,000 tested, 0.2% active; AID 602313; note: potency is the fitted concentration of half-maximal effect; % of control where 0% means no effect; nearly all actives have a fitted effect of over 65% in size
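HeLa cells stably expressing A3F-eYFP plus Vif, plated and incubated overnight at 37 deg C, then exposed to compounds overnight at 37 deg C. Blocked degradation read as raised yellow fluorescence (Ex 488/Em 500-530).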
D1 agonist: agonists of human D1 dopamine receptor. P21728. HEK293 T-REx D1 cells, calcium flux, agonist mode. activation, % at 2 µM. 360,000 tested, 1% active. AID 504660; in the data active = activation above about 30%; note: 0% is about no effect
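Tetracycline-induced HEK293 TREx D1 cells, force-coupled to calcium signalling, were dye-loaded with a no-wash calcium kit. Compound was pin-added after a 10 s baseline. Fluorescence was read kinetically at 1 cycle/s for 180 s, with calcium rises flagged as agonism.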
Vif-A3G inh: inhibitors of Vif-APOBEC3G interaction | 410,000 tested, 0.076% active | Potency, µM (top dose mostly 46.1 µM), without a hit: top-dose activity, negative = active, usual class: inhibitors | AID 602310 | Q9HC16 | HeLa A3G-eYFP + Vif (tagged APOBEC3G with the HIV-1 protein that degrades it), YFP fluorescence, overnight;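 note: potency is the fitted concentration of half-maximal effect; % is set by controls: 0 for no effect and ±100 for the full control effect; nearly all actives have a fitted effect of over 60% in size; hits raise eYFP signal because A3G escapes Vif-driven loss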
Target sequence (Q9HC16 whole entry, looked up): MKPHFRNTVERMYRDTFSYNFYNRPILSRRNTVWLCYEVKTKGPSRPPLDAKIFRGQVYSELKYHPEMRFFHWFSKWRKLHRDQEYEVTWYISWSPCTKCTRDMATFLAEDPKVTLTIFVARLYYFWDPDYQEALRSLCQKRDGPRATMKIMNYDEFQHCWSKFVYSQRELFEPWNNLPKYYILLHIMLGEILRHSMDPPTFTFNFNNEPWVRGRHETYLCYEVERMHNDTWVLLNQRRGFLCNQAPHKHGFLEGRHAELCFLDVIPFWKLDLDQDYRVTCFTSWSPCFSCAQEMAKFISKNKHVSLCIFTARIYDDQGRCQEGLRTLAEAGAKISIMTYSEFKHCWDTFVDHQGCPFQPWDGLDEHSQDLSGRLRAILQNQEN
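Read-out is eYFP fluorescence (Ex 488/Em 500-530) from Vif-expressing HeLa A3G-eYFP cells; more signal means A3G escaped Vif-mediated degradation. Cells plated overnight, compound pinned in, incubated overnight at 37 deg C.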
D1 antagonist: human D1 dopamine receptor antagonism; P21728; HEK293 TREx D1 cells, calcium flux, dopamine EC80; stronger effect = lower value; activity change, negative = inhibition, % at 10 µM; 360,000 tested, 3.2% active; in the data active = activity change below about -30%; note: % is set by controls: 0 for no effect and ±100 for the full control effect
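After overnight tetracycline induction at 30 C, force-coupled D1 HEK293 cells took up a no-wash calcium dye at room temperature. Compounds were added and monitored 180 s, and the response to EC80 dopamine was then recorded.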
GRP78 ERSR act: ER stress response induction in glioma; U87-MG GRP78 promoter luciferase reporter, 16 h; Potency, µM, for inactives: at the top dose activation, most hits filed as activators; 420,000 tested, 0.02% active; note: potency is the fitted concentration of half-maximal effect; series mostly up to about 76 µM; % of control where 0% means no effect; nearly all actives have a fitted effect of over 35% in size
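Stably transfected U87-MG glioma cells carrying a GRP78-based luciferase sensor; 16 h compound incubation. Luminescence end-point read 10 min after Bright-Glo addition at room temperature.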
RXFP1 ag: agonists of human relaxin receptor RXFP1. Q9HBX9. HEK293T-RXFP1 cAMP TR-FRET, 30 min; response scale: percent of porcine relaxin response, buffer zero. Potency, µM (doses to about 57.5 µM), inactives show at the top dose activation, hits mostly activators. 370,000 tested, 0.3% active. AID 2676; note: potency is the fitted concentration of half-maximal effect; % is set by controls: 0 for no effect and ±100 for the full control effect; nearly all actives have a fitted effect of over 60% in size; many of its hits are not listed in these tables
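cAMP rise read by TR-FRET after 30 min, 37C compound exposure (up to 58 uM) in RXFP1-transfected HEK293 cells with Ro 20174 present. EC50 from Hill-equation fits, with 29 nM porcine relaxin as 100% and buffer as basal.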
Active calls of the source: *; ? = inconclusive; · = not tested or not shown; & = joins results of further samples. Unless noted, calls come from the whole dose curve; as a rule, active = well fitted curve in the direction sought with a large enough effect; inconclusive = small, poorly fitted or top-dose-only effect, or another doubt; inactive = no such curve, though single readings can be large; an effect the other way counts as inactive or inconclusive.

SMILES | D2 potentiator | RXFP1 antag | D1 potentiator | Vif-A3F inh | D1 agonist | Vif-A3G inh | D1 antagonist | GRP78 ERSR act | RXFP1 ag
Cc1cccc(NC(=O)C(=O)NCCCc2ccccc2)c1 | -2 | · | 2 | · | 8 | · | -15 | · | 0.9%
CC1Cc2ccccc2N1CC(=O)Nc1ccc2c(c1)OCCCO2 (stereo not given) | -5 | -4 | -2 | 1% | 1 | -2% | -5 | 2% | -1.5%
CC(=O)c1ccc(NC(=O)C(C)OC(=O)/C=C/c2ccco2)cc1 (stereo not given) | · | 6 | · | -16% | · | ? | · | -2% | ·
CCOC(=O)N1CCN(Cc2ccccn2)CC1 | 44* | -9 | -6 | · | 0 | -6% | 7 | -2% | -0.2%
O=C(Nc1cnccn1)c1ccc(F)cc1Cl | 16 | 4 | -8 | 6% | 1 | -3% | 4 | -4% | 0.3%
Fc1ccccc1CNc1ncnc2sccc12 | 2 | -13 | -5 | 0% | 9 | 1% | -28 | -3% | 1.3%
CCOC(=O)N1CCN(C(=O)c2c(C)nn(-c3cccc(C)c3)c2-n2cccc2)CC1 | 1 | -21 | 0 | 8% | 1 | 1% | 12 | -2% | 0.4%
COc1ccc(C(O)C(CN2CCOCC2)c2ccccc2)cc1 (stereo not given) | 18 | -10 | -7 | 0% | 2 | 2% | -11 | -4% | 2.2%
Cc1ccc(C(=O)COC(=O)CCc2nc3ccccc3[nH]c2=O)cc1C | 3 | 0 | -3 | -2% | 4 | 1% | -5 | 0% | 6.9%
COc1ccc(CNc2nc3c(-c4ccc(C)cc4)nnn3c3ccccc23)cc1 | -17 | · | 1 | 0% | 4 | -3% | -34* | 4% | ?
CCOC(=O)C(=NCCCN(C)C)NNc1ccc(Br)cc1 | 2 | 7 | -6 | 3% | 0 | -16% | 1 | -2% | -0.4%
CCc1ccc(N2CN(CCc3ccccc3)CNC2=S)cc1 | 1 | 8 | 6 | -12% | 1 | 0% | 2 | -1% | -0.4%
CCn1cc(C(=O)N2CCN(c3cccc(C)c3C)CC2)c(=O)c2ccc(C)nc21 | -6 | -7 | -1 | -1% | -1 | -3% | 22 | -2% | 0.8%
CCc1ccc(NC(=S)NC(=O)c2c(-c3ccccc3Cl)noc2C)cc1 | 5 | -13 | 6 | 7% | 2 | 0% | 8 | -1% | 0.0%
O=C(Cn1nc(-c2ccc(Cl)cc2)ccc1=O)N1CCN(c2ccccc2)CC1 | -13 | · | 10 | -5% | 0 | -1% | 5 | -2% | -0.4%
Cc1ccc(CNC(=O)CCN2C(=O)C(C)Oc3ccc(C)cc32)cc1 (stereo not given) | 19 | · | 2 | -11% | -1 | -1% | 38 | -1% | -0.5%
O=C(Nc1ccc(-n2cccn2)cc1)C1CCCCN1Cc1cccc2cccnc12 (stereo not given) | -20 | 4 | 3 | -4% | 4 | -25% | 18 | -2% | 0.4%
COc1ccccc1NS(=O)(=O)c1ccc(O)c(C(=O)OCC(=O)N2CCc3ccccc32)c1 | 9 | -15 | 0 | 0% | 1 | -11% | 4 | 0% | 0.0%
CCC(=O)Nc1ccc(C(=O)N/N=C/c2cc(Br)c(OC)cc2OC)cc1 | -1 | -10 | -8 | -4% | 2 | 1% | -31* | -2% | 0.1%
CCOCCN1CCN(c2c(C)c(C)nc3cc(-c4cc(OC)cc(OC)c4)nn23)CC1 | -7 | 34 | -1 | 8% | 3 | -12% | 4 | -3% | 4.5%
Cc1nnc(N2CCN(c3ccccc3)CC2)c2c1nnn2Cc1ccc(F)cc1 | 5 | -16 | -2 | -1% | 0 | -5% | 8 | -4% | 3.7%
O=C(NCc1cccnc1)c1cccnc1Sc1ccc(Cl)cc1 | 2 | -10 | -4 | -4% | 2 | 4% | -6 | -1% | -0.8%
CCc1ccc(O)c(-c2cc(C(=O)Nc3cccnc3)[nH]n2)c1 | -7 | -12 | -5 | -7% | 3 | -2% | -3 | 0% | 7.3%
O=C(C1CCCCC1)N1C[C@@H](n2cc(-c3ccc(F)cc3)nn2)[C@H](O)C[C@@H]1c1ccccc1 | · | -2 | · | -11% | · | -7% | · | -1% | ·
O=C(O)CC(C(=O)OCC1CCCO1)N1CCOCC1 (stereo not given) | 4 | 9 | -1 | -8% | 5 | 0% | 1 | -1% | 1.0%

Among those listed so far, two contain bromine:
SMILES | D2 potentiator | RXFP1 antag | D1 potentiator | Vif-A3F inh | D1 agonist | Vif-A3G inh | D1 antagonist | GRP78 ERSR act | RXFP1 ag
CCOC(=O)C(=NCCCN(C)C)NNc1ccc(Br)cc1 | 2 | 7 | -6 | 3% | 0 | -16% | 1 | -2% | -0.4%
CCC(=O)Nc1ccc(C(=O)N/N=C/c2cc(Br)c(OC)cc2OC)cc1 | -1 | -10 | -8 | -4% | 2 | 1% | -31* | -2% | 0.1%

(further entries)
SMILES | D2 potentiator | RXFP1 antag | D1 potentiator | Vif-A3F inh | D1 agonist | Vif-A3G inh | D1 antagonist | GRP78 ERSR act | RXFP1 ag
N#Cc1ccc(-c2cccs2)nc1SCc1cccnc1 | 0 | -4 | -12 | -19% | 2 | -65% | 3 | 1% | 9.0%
O=C(NC1CCN(Cc2ccc(Cl)cc2)CC1)c1cn(-c2ccccc2)nc1-c1cccnc1 | -34 | -6 | · | 5% | 2 | 1% | -50* | -3% | 0.8%
CN1CCN(Cc2nc3ccccc3c(=O)n2Cc2nc(-c3ccc4ccccc4c3)cs2)CC1 | -5 | ? | -7 | -2%&2% | 11 | -21%&-18% | -1 | -14%&-13% | -1.3%
Cc1ccc(NC(=O)Cn2c(=O)n(CCCCC(=O)NCc3ccc4c(c3)OCO4)c(=O)c3ccccc32)cc1 | · | · | -1 | 1% | 15 | -4% | 6 | -4% | 0.9%
COc1ccc(Cl)c(Cn2c(NCCCO)nc3c2c(=O)n(C)c(=O)n3C)c1 | -11 | -1 | -8 | 8% | 0 | 1% | -15 | -2% | 3.3%
CCS(=O)(=O)N1CCC(N2CCN(c3ccccc3)CC2)CC1 | -13 | 16 | -1 | 1% | 4 | -1% | 0 | -1% | 1.6%
CCc1ccc(CNC(=O)C2CCN(c3nn4cc(-c5ccc(OC)cc5)nc4s3)CC2)cc1 | 5 | 4 | -2 | -1% | 0 | 2% | 16 | -2% | 2.2%
NS(=O)(=O)c1ccc(CCNS(=O)(=O)c2cccs2)cc1 | -1 | -2 | -9 | 4% | 3 | 0% | -9 | -5% | -0.7%
N=c1c(C(=O)NC2CCCC2)cc2c(=O)n3ccccc3nc2n1CC1CCCO1 (stereo not given) | 6 | -2 | 0 | -24% | 0 | 0% | -15 | -4% | ?
Cc1ccc(N2CN(Cc3cccnc3)CNC2=S)c(C)c1 | -4 | -4 | -5 | -4% | 4 | 1% | 19 | -2% | 0.5%
COc1ccc(OC)c(/C=C/C(=O)Nc2ccc(OC)nc2)c1 | 1 | 0 | 1 | 6% | 0 | 0% | 17 | -1% | -0.2%
Cc1cccc(C)c1OCC(=O)Nc1c(C(=O)c2ccccc2)oc2ccccc12 | -7 | · | -2 | 0% | -1 | 2% | 0 | -3% | ?
CN1CCN(C(=O)c2cc(Cl)cc(Cl)c2)CC1 | -10 | -13 | -9 | 5% | 1 | -7% | 11 | -3% | 1.9%
COc1ccc(OC)c(C2=NOC(C(=O)Nc3ccccc3SC)C2)c1 (stereo not given) | 4 | -20 | -3 | · | 1 | -7% | 5 | -4% | 1.8%
CCOc1ccccc1CNC(=O)C1CCC(=O)N1C(C)C (stereo not given) | 12 | 32 | 0 | -2% | 2 | 1% | 6 | -4% | 0.6%
CCOC(=O)C/C(C)=N/NC(=O)CNc1cccc(Cl)c1C | 27 | -9 | -2 | 4% | -2 | 0% | 16 | -5% | -1.1%
O=C(N/N=C/c1ccc(OC(=O)c2ccccc2Cl)cc1)c1cc(O)cc(O)c1 | 9 | -85* | -2 | -12% | 2 | -16% | -7 | 6% | 1.6%
COc1ccccc1NS(=O)(=O)c1cc(NC(=O)c2cccs2)ccc1N1CCCC1 | -8 | -32 | -4 | -15% | 0 | -1% | -9 | -5% | 3.1%
CC(C)C(NC(=O)C12CC3CC(CC(C3)C1)C2)C(=O)NC1=NCCS1 (stereo not given) | 15 | · | -4 | · | 1 | · | -2 | · | -1.7%
CN1CCc2c(sc(NC(=O)C3CCN(S(=O)(=O)c4cccs4)CC3)c2C(N)=O)C1 | -13 | -13 | -5 | -2% | 2 | -1% | -1 | -3% | 4.3%
Cc1ccc(NC(=O)CSc2cn(CC(=O)N3CCOCC3)c3ccccc23)cc1Cl | -1 | -30 | -1 | -1% | 7 | -4% | -8 | -2% | -0.6%
COc1cc(C(C(=O)NCc2ccccc2)N(Cc2ccco2)C(=O)c2cnccn2)cc(OC)c1OC (stereo not given) | 8 | 5 | 3 | -9% | 1 | 0% | -14 | -2% | -3.6%
CCOc1ccc(N(CC)C(=O)c2cc3c(s2)-c2ccccc2OC3)cc1 | -5 | -33 | 9 | 3% | 5 | 1% | 18 | 0% | 0.1%
CSc1nc(C)cc(Nc2cccc(C(=O)O)c2)n1 | · | -12 | 2 | 2% | 1 | 0% | 0 | -1% | -0.1%
CC1=C(C(=O)OCC2CCCO2)C(c2cccc(O)c2)NC(=O)N1 (stereo not given) | 19 | 5 | 2 | 3% | 1 | 0% | 4 | -2% | 1.9%
Later entries.
SMILES | D2 potentiator | RXFP1 antag | D1 potentiator | Vif-A3F inh | D1 agonist | Vif-A3G inh | D1 antagonist | GRP78 ERSR act | RXFP1 ag
O=C(CSc1ccc2ccccc2n1)c1ccc2c(c1)OCO2 | 9 | 5 | -2 | 7% | 13 | 0% | -6 | 5% | 4.3%
CCOc1ccc(CN2C(=O)c3ccccc3C2=O)cc1C(=O)NC1CC(C)(C)NC(C)(C)C1 | -13 | 3 | -3 | -16% | 1 | 1% | -2 | -1% | 1.3%
Cn1c(CC(=O)c2ccc(Br)cc2)[n+](C)c2ccccc21 | 2 | -4 | -1 | -2% | 0 | 1% | 3 | -4% | -0.3%
Cc1ccc([C@H]2C[C@H](O)[C@@H](n3cc(COC(=O)c4ccccc4)nn3)CN2C(=O)C2CCCCC2)cc1 | · | 2 | · | -16% | · | -1% | · | 1% | ·
Cc1ccc(NC(=O)N2CCCCCC2)cc1 | 3 | 0 | -5 | -4% | 2 | -1% | 18 | -3% | 0.2%
CCCNC(=O)CSCc1nc(-c2ccc(SC)cc2)oc1C | · | -4 | -2 | 8% | 0 | -2% | 4 | 0% | 5.2%

Source: PubChem BioAssay (National Center for Advancing Translational Sciences (NCATS))

An excerpt. The share of hits here may be higher or lower than overall.
